Coupling enz – qHTS Assay for Inhibitors of Fructose-1,6-bisphosphate Aldolase from Giardia Lamblia: Coupling assay counterscreen | activity change, negative = inhibition, % at 58.2 µM, hits read low | actives 0.67% (n = 290,000) | coupling enzyme system counterscreen, AmpLite Red fluorescence; in the data active = activity change below about -30%; also: % is scaled to controls: 0 for no effect and ±100 for the full control effect
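Counterscreen lacking aldolase: glyceraldehyde-3-phosphate coupling-enzyme reagent preincubated 10 min at RT with compound (at 57.5 uM final), then substrate/coupling system with AmpLite Red added; fluorescence read at 525/598 nm after 20 min RT.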
AT treatment – qHTS Assay for Identifying a Potential Treatment of Ataxia-Telangiectasia | […] A-T fibroblasts, KAP-1 phosphorylation AlphaLISA; neocarzinostatin DNA damage 30 min before lysis | Potency, µM (series often up to 57.5 µM), inactives show at the highest dose activation, most hits filed as activators | actives 0.19% (n = 320,000); also: potency is read from the fitted curve at half-maximal effect; % of control where 0% means no effect; nearly all actives have a fitted effect of over 45% in size
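ATM-like activity read as KAP-1 phosphorylation via AlphaLISA donor/acceptor antibody pairs after lysis and 6 hr at 25C. Cells were ATM-null patient fibroblasts ([…], hTERT), dosed 60 min, then exposed to the DSB inducer NCS for 30 min.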
KCNH2 WT inh – qHTS for Inhibitors of KCHN2 3.1: Wildtype qHTS; U2OS, BacMam KCNH2, thallium flux FluxOr; active compounds read low; actives 0.37% (n = 340,000); activity change, % at 1.84 µM;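 active = maximum activity change below -70%; inconclusive = maximum activity change between -70% and -50%; inactive = maximum activity change above -50%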; also: % is scaled to controls: 0 for no effect and ±100 for the full control effect
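U2OS cells were transduced with wild-type KCNH2 virus (2.03 x 10^8 / mL) for 4 h at room temperature, then cultured overnight at 37 C. Thallium flux was read with FluxOr dye. Rate constants were normalized to DMSO controls.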
CXXC DNA block – qHTS Fluorescence Polarization Assay for Inhibitors of MLL CXXC domain - DNA interaction; Histone-lysine N-methyltransferase 2A (Homo sapiens), Q03164; MLL-CXXC / FITC-HOXA9 DNA fluorescence polarization; Potency, µM (titrated, usually from 115 µM), inactives show at the top dose activity change, negative = inhibition, usual class: inhibitors; actives 0.037% (n = 290,000); AID 2662, 2010; active = well fitted inhibition curve with a large enough effect in the polarisation, with a control signal flat, not every such curve was filed as active; inconclusive = small, poorly fitted or top-dose-only effect, or effect the other way, or a change in a side signal; inactive = no such curve, though single readings can be large or run the other way; the % refers to the polarisation; also: potency is read from the fitted curve at half-maximal effect
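Fluorescence polarization: 7 uM MLL-CXXC (stock) preincubated 5 min with compounds, then 50 nM fluorescein-HOX-A9 DNA (stock) added; 30 min ambient. Buffer 50 mM Tris-HCl pH 7.5, 50 mM NaCl, 1 mM DTT, 0.05% BSA.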
BCR signal inh – qHTS Assay to Find Inhibitors of Chronic Active B-Cell Receptor Signaling | ABC-DLBCL IkBa-CBG/CBR reporter, luminescence ratio, 4 h | AID 493014, 2011 | Potency, µM (titrated, usually from 46.1 µM), for the others: top-dose ratio change, negative = lower green/red ratio, usual class: inhibitors | actives 0.05% (n = 340,000); active = well fitted inhibition curve with a large enough effect in the signal ratio, with a control signal flat, not every such curve was filed as active; inconclusive = small, poorly fitted or top-dose-only effect, or effect the other way, or a change in a side signal; the % refers to the signal ratio;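 also: potency is read from the fitted curve at half-maximal effect; plate controls were basal doxycycline-induced cells for no effect and cells given 10 µM MG132 for full effect; MG132 reads +100%, hits lower the ratio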
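Compounds up to 46 uM were incubated four hours with TMD8 cells whose green CBG68 luciferase is fused to IkappaBalpha; red CBR luminescence normalised the signal, and concentration-effect curves were fitted to fusion, red and ratio data.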
TSHR antagonist – Antagonists of the Thyroid Stimulating Hormone Receptor: HTS campaign. Thyrotropin receptor (Homo sapiens), P16473. TSHR-expressing cells, TSH-stimulated cAMP HTRF, 2 h; active compounds read low. activity change, negative = inhibition, % at 11.5 µM. actives 0.2% (n = 330,000);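 active = activity change below a set negative limit, meaning inhibition stronger than a set level, cut at about -70% in these data; inconclusive = activity change between two set negative limits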; also: % is scaled to controls: 0 for no effect and ±100 for the full control effect
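Inhibition of cAMP made by TSHR-expressing cells under TSH stimulation (4nM final, EC80; 2 h, 37 deg C) is quantified with a one-step lysis HTRF kit, anti-cAMP cryptate versus cAMP-d2.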
Tb PFK inh – qHTS Assay to Find Inhibitors of T. brucei phosphofructokinase | ATP-dependent 6-phosphofructokinase (Trypanosoma brucei brucei), O15648 | T. brucei PFK, ADP-Glo luminescence | Potency, µM (titrated, usually from 57.5 µM), for inactives: top-dose activity, negative = inhibition, hits mostly inhibitors | actives 0.17% (n = 330,000) | AID 485367, 2010;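 also: potency is read from the fitted curve at half-maximal effect; 0% = uninhibited 1x PFK enzyme wells and -100% = no-enzyme wells; nearly all actives have a fitted effect of over 60% in size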
Target sequence (O15648 whole entry, looked up): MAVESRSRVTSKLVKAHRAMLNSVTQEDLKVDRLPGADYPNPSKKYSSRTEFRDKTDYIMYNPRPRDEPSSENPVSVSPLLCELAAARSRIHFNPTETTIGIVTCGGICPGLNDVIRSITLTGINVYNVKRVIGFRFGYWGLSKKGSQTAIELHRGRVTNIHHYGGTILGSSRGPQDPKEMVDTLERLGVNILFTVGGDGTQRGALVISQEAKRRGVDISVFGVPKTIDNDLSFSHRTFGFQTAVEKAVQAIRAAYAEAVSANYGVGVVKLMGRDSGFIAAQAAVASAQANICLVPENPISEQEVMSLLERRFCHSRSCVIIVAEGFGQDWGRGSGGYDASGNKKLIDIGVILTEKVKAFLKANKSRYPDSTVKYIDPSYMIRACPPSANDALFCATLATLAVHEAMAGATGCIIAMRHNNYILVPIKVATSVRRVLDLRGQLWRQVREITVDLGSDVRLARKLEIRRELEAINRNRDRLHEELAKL
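Compounds were pin-transferred as a titration series up to 57 uM into substrate buffer (0.5 mM F6P, 0.1 mM ATP, pH 8.0), then 1.25 nM PFK was added and reactions ran 45 min before ADP-Glo detection.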
TCR activator – Activators of T cell receptors: qHTS campaign | 330,000 tested, under 10 active | primary human leukocytes, anti-CD3, IL-2 HTRF, 48 h | Potency, µM (series often up to 9.22 µM), inactives show at the top dose activation of IL-2 secretion, hits mostly activators | AID 504894, 2011; also: % of control where 0% means no effect
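TCR engagement came from a-CD3 beads alone, with compounds added to primary human leukocytes for 48 hr. Secreted IL-2 bridged europium cryptate- and d2-labelled anti-IL-2 antibodies, giving FRET emission at 665nm after 320nm excitation.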
Giardia killer – Small Molecules that selectively kill Giardia lamblia: qHTS. Giardia lamblia trophozoite viability. activity change, % at 7.66 µM, hits read low. actives 0.15% (n = 340,000). AID 540267, 2011; in the data active = activity change below about -80%; inconclusive = between about -30% and that limit;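 also: parasites exposed to compound for two days anaerobically before the ATP read; % is scaled to controls: 0 for no effect and ±100 for the full control effect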
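Giardia trophozoites, 100 cells per well, were exposed to compounds for 48 hrs at 37 deg C under anaerobic conditions; viability was then read as ATP content by bioluminescence after 15-30 min at room temperature.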
GALK inh – qHTS Assay for Inhibitors of Human Galactokinase (GALK); P51570; Purified GALK, Kinase-Glo residual ATP luminescence; Potency, µM (titrated, usually from 57.5 µM), inactives show at the highest dose activity change, negative = inhibition, most hits filed as inhibitors; actives 0.007% (n = 270,000); also: potency is read from the fitted curve at half-maximal effect; % is scaled to controls: 0 for no effect and ±100 for the full control effect
Target sequence (P51570 whole entry, looked up): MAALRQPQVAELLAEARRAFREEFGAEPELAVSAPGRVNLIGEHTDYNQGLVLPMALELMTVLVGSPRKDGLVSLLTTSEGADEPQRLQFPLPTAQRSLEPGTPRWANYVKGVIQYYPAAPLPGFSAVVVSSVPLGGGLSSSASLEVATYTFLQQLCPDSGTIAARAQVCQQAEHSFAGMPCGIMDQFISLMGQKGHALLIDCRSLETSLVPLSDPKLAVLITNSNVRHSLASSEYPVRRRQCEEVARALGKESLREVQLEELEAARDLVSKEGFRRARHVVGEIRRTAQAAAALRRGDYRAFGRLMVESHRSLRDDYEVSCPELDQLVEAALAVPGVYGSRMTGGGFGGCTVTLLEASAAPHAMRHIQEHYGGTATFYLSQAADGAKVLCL
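5 nM enzyme, 35 uM ATP, 100 uM galactose, 20 mM HEPES pH8.0, 5 mM MgCl2; 1 h RT; residual ATP by Kinase-Glo Plus luminescence, qHTS format.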
* hit, by the source's call; ? = inconclusive; . = not tested or not shown; [ ] = another dose, or the depositor's remark. Unless noted, calls follow the shape of the dose curve; as a rule, active = well fitted curve in the direction sought with a large enough effect; inconclusive = small, poorly fitted or top-dose-only effect, or another doubt; inactive = no such curve, though single readings can be large; an effect the other way counts as inactive or inconclusive.

compound	Coupling enz	AT treatment	KCNH2 WT inh	CXXC DNA block	BCR signal inh	TSHR antagonist	Tb PFK inh	TCR activator	Giardia killer	GALK inh
C#CCOCCOCCOCCNc1nc(N2CCN(C(=O)[C@H](CCC(=O)O)n3cc(C(N)Cc4ccc(O)cc4)nn3)CC2)nc(N2CCN(C(=O)[C@H](CCC(=O)O)n3cc(C(N)Cc4ccc(O)cc4)nn3)CC2)n1 (stereo not given in full)	4.5	-6.7%	-6.0	-1.3%	5.8%	-3.4	1.9%	11.0%	-17.2	0.5%
O=C(NC1=NCCS1)C1Cc2ccccc2CN1C(=O)c1ccccc1 (stereo not given)	1.8	-2.0%	5.3	-3.5%	11.4%	-5.5	0.3%	-0.7%	-11.2	-3.0%
CCN(c1cccc(C)c1)S(=O)(=O)c1cc2c3c(c1)CCC(=O)N3CCC2	.	2.2%	0.3	.	3.7%	-4.3	-0.5%	0.5%	5.7	.
COc1cccc(CN(CC(=O)NCc2ccccc2)C(=O)c2csnn2)c1	1.6	-5.3%	-6.1	27.6%	11.8%	1.9	-0.1%	3.6%	-6.5	0.2%
N#Cc1nc(Cc2cccc3ccccc23)oc1NCC1CCCO1 (stereo not given)	-0.4	2.0%	-10.6	1.6%	-12.5%	-2.3	-10.6%	.	17.4	1.1%
CN(C)CCN(C)Cc1ccc2c(c1)Cc1ccccc1-2	3.1	?	.	11.9%	4.4%	3.8	1.2%	.	.	5.3%
CCC(=O)N1CCN(c2nc(C)nc3sc(C)c(C)c23)CC1	1.7	2.1%	9.5	0.2%	0.4%	-9.7	29.1%	-3.5%	-9.6	0.7%
CCc1[nH]nc(C(=O)NC2CCCN(Cc3ccccc3F)C2)c1C (stereo not given)	.	2.9%	10.1	20.2%	3.3%	-4.9	1.6%	4.9%	39.0[activator]	-1.0%
CCC(CO)Oc1cc(NC(=O)c2cccc([N+](=O)[O-])c2)c2ncn(C(C)C)c2c1 (stereo not given)	.	7.9%	-3.5	.	-1.4%	-9.9	-0.8%	7.2%	-12.3	.
Cc1ccc2[nH]c(=O)c(CN(CC3CCCO3)S(=O)(=O)c3cccc4nsnc34)cc2c1 (stereo not given)	-2.0	-2.2%	2.3	9.3%	5.5%	-0.8	0.0%	-2.6%	8.5	0.0%
O=C(Nc1ccc(Oc2ccc(Cl)cc2)cc1)c1ncn[nH]1	0.0	10.5%	-5.7	-2.5%	0.4%	-13.2	-2.5%	-3.5%	-11.6	11.2%
Cc1ccc(C(=O)NNC(=O)c2cccc(Br)c2)cc1	-1.7	-7.8%	3.1	6.6%	-16.0%	16.4	-2.0%	-1.1%	-1.1	-0.9%
COc1cc(C(=O)Nc2cc(Cl)ccc2C)c(-n2cnnn2)cc1OC	-1.0	7.7%	-6.4	4.0%	?	-4.3	22.3%	-0.1%	-19.7	-6.3%
COCCNC(=O)C1CCC(CNS(=O)(=O)c2ccc3c(c2)CC(C)N3C(=O)C2CC2)CC1 (stereo not given)	.	19.6%	-6.6	-12.0%	0.7%	4.8	0.5%	-4.6%	-1.4	0.0%
Nc1nnc(CC(=O)N/N=C/c2cc([N+](=O)[O-])cc(Br)c2O)s1	9.2	2.4%	-3.6	22.2%	0.0%	7.3	2.9%	0.4%	1.9	-1.8%
CCOCc1c(C(=O)Nc2ccc(OC)nc2)oc2ccccc12	-8.7	2.8%	10.2	-17.2%	-24.8%	0.6	4.0%	-3.6%	1.2	9.8%
O=C(Nc1ccc(Br)cc1)c1ccc(F)c(S(=O)(=O)N2CCN(c3ccccn3)CC2)c1	2.0	-1.0%	-3.3	-1.9%	0.6%	-33.8	1.1%	-4.2%	-5.6	2.1%
O=C(O)c1cc(Cl)c2c(c1)[C@@H]1C=CC[C@@H]1[C@H](c1ccc(S(=O)(=O)N3CCOCC3)cc1)N2	-26.0	.	-2.9	-5.0%	0.9%	-18.8	-21.0%	3.9%[46.1 µM]	18.9	1.9%
CCN(CC)C(=O)c1cncc(C(=O)N(CC)CC)c1-c1ccccc1	0.7	-5.3%	2.0	-3.4%	3.1%	22.4	-13.3%	-5.5%	-8.2	-0.3%
O=C(c1cccs1)N(Cc1cccc(Cl)c1)C1CCS(=O)(=O)C1 (stereo not given)	-3.1	11.3%	2.1	-3.1%	-0.1%	-7.5	-5.3%	-10.0%	-3.9	0.5%
Cc1cc(C)n(C(=O)CCCCCCCC(=O)n2nc(C)cc2C)n1	1.1	2.8%	-11.9	1.8%	-17.3%	-3.9	-2.8%	3.3%[46.1 µM]	-8.1	-4.0%
O=C(CNCC1CCCO1)Nc1ccccc1-n1cccc1 (stereo not given)	-0.8	-2.6%	-0.2	0.3%	-2.0%	-2.8	-2.0%	-0.8%[46.1 µM]	6.6	-2.3%
O=C(CSc1nnc(Nc2ccccc2F)s1)c1cc2ccccc2o1	2.7	6.0%	-9.3	2.9%	?	-11.1	-0.3%	2.2%[46.1 µM]	-5.0	-0.5%
CC(C)CC(=O)Nc1nnc(SCC(=O)NCC2CCCO2)s1 (stereo not given)	3.7	-1.4%	-9.5	9.1%	2.0%	4.6	1.2%	2.3%	-7.7	-3.6%
COc1ccc(N(CC(=O)Nc2cc(C)on2)S(=O)(=O)c2cc(C)ccc2C)cc1	-2.5	1.8%	-21.7	17.9%	?	-0.6	-0.7%	-10.5%	15.4	9.0%
CC(=O)c1ccc2c3c(cccc13)C(=O)N(CCc1ccccc1)C2=O	-0.1	11.8%	-1.6	14.2%	8.9%	-6.5	-8.3%	-2.8%	-4.2	2.3%
COc1ccc(NS(=O)(=O)N2CCOCC2)cc1	.	9.1%	-3.5	15.8%	0.6%	7.4	-8.4%	12.6%	8.3	-0.4%
COc1ccc(CCNC(=O)CSc2nnnn2-c2ccccc2)cc1	-1.9	1.6%	-3.2	2.5%	-0.5%	-8.3	-1.2%	1.5%	9.2	-2.4%
CCCCCCN(C(=O)CCl)c1ccccc1	0.8	-23.1%	-21.9	4.4%	?	-2.8	-4.4%	0.7%	1.0	3.9%
Cc1cnc(CNC(=O)C2CCC(=O)N(CCc3cccc(F)c3)C2)[nH]1 (stereo not given)	.	-0.5%	0.1	13.1%	-9.6%	-1.8	-0.8%	-0.1%	-18.0	6.1%
Cc1c(-c2ccccc2)n[nH]c1C(=O)NN	-0.4	-3.7%	1.6	8.3%	6.3%	-4.4	-9.7%	-0.3%	-12.2	-1.4%
N#Cc1nc(-c2ccc(F)cc2)oc1N1CCCCC1	2.2	47.7%	2.9	-14.5%	5.4%	-27.7	14.8%	-5.4%	-17.8	-7.1%
Cc1ccc(C)c(S(=O)(=O)N2CCCN(C)CC2)c1	-1.4	3.1%	-3.2	10.0%	?	33.6	-4.9%	8.4%	1.1	9.0%
O=C1CC(c2ccccc2)NC(=O)N1 (stereo not given)	2.9	-4.8%	-12.1	-2.3%	3.2%	14.6	1.8%	-6.3%	4.1	0.1%
CC(=O)Nc1ccc(-c2csc(Nc3ccc(Cl)cn3)n2)cc1	-0.7	2.1%	0.9	2.1%	?	-25.6	2.4%	-2.4%	-22.2	6.9%

High-throughput results (PubChem)

Not a hit list, and some 1.6% of all compounds hit somewhere here.
